Assay outcomes as filed in PubChem BioAssay.
TbREL1 primary: TbREL1 inhibition, primary screen. TbREL1 RNA ligation, FRET fluorescence. 89,000 tested, 0.49% active. inhibition, % at 9.66 µM;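 active = inhibition above the mean inhibition across all screened compounds plus 3 SD, cut at about 11% in these data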;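 note: 0% = plate median of test wells and 100% = NSC42067 control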
Target sequence (P86926 whole entry, looked up): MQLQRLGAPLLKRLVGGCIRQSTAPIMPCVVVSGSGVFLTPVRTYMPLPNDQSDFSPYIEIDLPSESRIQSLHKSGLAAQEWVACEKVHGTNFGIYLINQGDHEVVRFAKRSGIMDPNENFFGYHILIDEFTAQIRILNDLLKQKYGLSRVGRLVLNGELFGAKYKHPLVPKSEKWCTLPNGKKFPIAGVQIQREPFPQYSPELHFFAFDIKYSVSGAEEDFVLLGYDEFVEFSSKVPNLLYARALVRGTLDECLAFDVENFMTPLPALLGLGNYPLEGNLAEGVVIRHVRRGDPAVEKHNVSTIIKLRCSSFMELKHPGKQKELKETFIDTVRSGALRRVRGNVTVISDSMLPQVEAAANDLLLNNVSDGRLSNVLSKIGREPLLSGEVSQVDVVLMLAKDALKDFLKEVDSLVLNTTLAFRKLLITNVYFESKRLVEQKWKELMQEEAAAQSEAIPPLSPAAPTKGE
Active calls of the source: *.

Screening CCOc1ccccc1N1CCN(CC(=O)N(CC(C)C)c2c(N)n(CC(C)C)c(=O)[nH]c2=O)CC1 returned TbREL1 primary -1.9.
For COc1ccc(S(=O)(=O)N2CCOCC2)cc1NC(=O)CNC(=O)c1cccs1 the results were TbREL1 primary -1.2.
O=C(CSc1nc2ccccc2s1)Nc1ncccn1 was read as TbREL1 primary 5.5.
`COc1ccccc1N(CC(=O)N1CCCCC1C)S(=O)(=O)c1ccc(Cl)cc1` (configuration not stated) gave TbREL1 primary 2.0.
`CC1Cc2nc(SCC(=O)NCC3CCCO3)n(Cc3ccccc3)c(=O)c2S1` (configuration not stated) gave TbREL1 primary 1.4.
N#CCCN(C(=O)COC(=O)c1ccc(S(=O)(=O)Nc2ccccc2)cc1)c1ccccc1 was read as TbREL1 primary -1.5.
COCCN(C(=O)COC(=O)/C=C/c1ccc(C)o1)c1c(N)n(Cc2ccccc2)c(=O)[nH]c1=O was read as TbREL1 primary -2.6.
CC(C)(C)OC(=O)NCc1ccc(CNC(=O)c2nc[nH]c2C(=O)N2CCc3ccccc3C2)cc1 was read as TbREL1 primary -0.7.
Screening CC12C=CC3(CN(Cc4ccccc4)C(=O)C3C1C(=O)NC1CC1)O2 (configuration not stated) returned TbREL1 primary -0.2.
CC(=O)c1c(C)[nH]c(C(=O)OCC(=O)c2ccc(C)s2)c1C was read as TbREL1 primary 2.7.
For NC(=O)CSc1ncnc2c1cnn2Cc1ccccc1 the results were TbREL1 primary -0.1.
`CCOc1ccc(CCNC(=O)CN2C(=O)c3cccnc3Oc3ccc(C)cc32)cc1OCC` gave TbREL1 primary -2.8.
CCc1nnc(NS(=O)(=O)c2ccc(NC(=S)NC(=O)/C=C/c3ccc(F)cc3)cc2)s1 was read as TbREL1 primary -3.2.
Screening CC(C)COC(=O)CCn1[nH]c(=O)c2ccccc2c1=O returned TbREL1 primary -0.7.
Cc1ccc(S(=O)(=O)Nc2ccc3c(c2)CCC3)cc1 was read as TbREL1 primary -0.2.
Fc1cccc(/C=N/Nc2ncnc3nc[nH]c23)c1 was read as TbREL1 primary -0.2.
`COCC(=O)N/N=C/c1c(C)[nH]n(-c2ccccc2)c1=O` gave TbREL1 primary 3.5.
`COc1ccc2cc(C(=O)N3CCCCCC3)sc(=O)c2c1OC` gave TbREL1 primary -4.0.
`NC(Cc1ccc(F)cc1)c1csc(Nc2cc(Oc3ccccc3)ncn2)n1` (configuration not stated) gave TbREL1 primary 6.3.
COc1cccc(-n2nc3c(-n4ncc(C#N)c4N)nnc(C)c3c2C)c1 was read as TbREL1 primary -1.8.

Among those listed so far, 11 have sulfur.
For COc1ccc(S(=O)(=O)N2CCOCC2)cc1NC(=O)CNC(=O)c1cccs1 the results were TbREL1 primary -1.2.
O=C(CSc1nc2ccccc2s1)Nc1ncccn1 was read as TbREL1 primary 5.5.
`COc1ccccc1N(CC(=O)N1CCCCC1C)S(=O)(=O)c1ccc(Cl)cc1` (configuration not stated) gave TbREL1 primary 2.0.
`CC1Cc2nc(SCC(=O)NCC3CCCO3)n(Cc3ccccc3)c(=O)c2S1` (configuration not stated) gave TbREL1 primary 1.4.
N#CCCN(C(=O)COC(=O)c1ccc(S(=O)(=O)Nc2ccccc2)cc1)c1ccccc1 was read as TbREL1 primary -1.5.
CC(=O)c1c(C)[nH]c(C(=O)OCC(=O)c2ccc(C)s2)c1C was read as TbREL1 primary 2.7.
For NC(=O)CSc1ncnc2c1cnn2Cc1ccccc1 the results were TbREL1 primary -0.1.
CCc1nnc(NS(=O)(=O)c2ccc(NC(=S)NC(=O)/C=C/c3ccc(F)cc3)cc2)s1 was read as TbREL1 primary -3.2.
Cc1ccc(S(=O)(=O)Nc2ccc3c(c2)CCC3)cc1 was read as TbREL1 primary -0.2.
`COc1ccc2cc(C(=O)N3CCCCCC3)sc(=O)c2c1OC` gave TbREL1 primary -4.0.
`NC(Cc1ccc(F)cc1)c1csc(Nc2cc(Oc3ccccc3)ncn2)n1` (configuration not stated) gave TbREL1 primary 6.3.

Next results follow:
`CCNS(=O)(=O)c1ccc(CCC(=O)N2CCN(c3ccccc3F)CC2)cc1` gave TbREL1 primary 0.8.
`CN(C)S(=O)(=O)c1cccc(NC(=S)NCc2ccc3c(c2)OCO3)c1` gave TbREL1 primary -4.9.
C/C(N)=C(/C#N)C(=O)CSc1nnc(SCc2ccc(Cl)cc2)s1 was read as TbREL1 primary -1.0.
`Cc1cccc([N+](=O)[O-])c1NC(=O)CSc1nnc2ccccn12` gave TbREL1 primary 0.4.
Screening COc1cc(OC)cc(-c2c(Sc3ccccc3)c3cc(-c4ccc(OC)nc4)ccc3n2C)c1 returned TbREL1 primary 4.0.
For c1ccc(-c2nc(NC3CCCC3)c3ccccc3n2)cc1 the results were TbREL1 primary 9.4.
`CCN(CC)S(=O)(=O)c1ccc(N2CCOCC2)c(NC(=O)C2CCCO2)c1` (configuration not stated) gave TbREL1 primary -1.8.
Screening CCn1nc(C)c(/C=N/NC(=O)Cn2nc(C)cc2C)c1C returned TbREL1 primary 1.3.
Screening C/C(CC(=O)Nc1cc(Cl)ccc1Cl)=N\NC(=O)c1ccco1 returned TbREL1 primary -2.0.
Screening Cc1c(Cl)cnc(NC(=O)COC(=O)c2ccc3c(c2)OCO3)c1Cl returned TbREL1 primary 1.9.
For COCCNCCOCCOc1ccc(Cl)c(C)c1 the results were TbREL1 primary 5.6.
Screening O=C(NCc1ccccn1)[C@H]1C[C@@H]1[C@H](NP(=O)(c1ccccc1)c1ccccc1)c1ccccc1 returned TbREL1 primary -2.4.
O=C(c1ccccc1)N1CCC(=O)N(C(CO)Cc2ccccc2)CC1 (configuration not stated) was read as TbREL1 primary -0.3.
Cc1ccc(-c2nnc(SCC(=O)Nc3ccc4c(c3)OCCO4)n2-c2ccc(Cl)cc2)cc1 was read as TbREL1 primary 1.2.
Cc1ccc(-n2c(Cc3cccn3C)nnc2SCC(=O)NCc2ccc3c(c2)OCO3)cc1 was read as TbREL1 primary -3.7.
Screening COC(=O)[C@@]12CCCCN1[C@H](c1ccc(-c3ccc(Cl)c(Cl)c3)c(OC)c1)[C@H]1C(=O)N(C)C(=O)[C@H]12 returned TbREL1 primary 1.6.
COc1cccc(C2CC(c3ccc(F)cc3)Nc3nc(N)nn32)c1 (configuration not stated) was read as TbREL1 primary -3.3.
O=C(NCCCN1CCOCC1)c1c(-c2ccccc2)oc2c1C(OCCCCCO)CCC2 (configuration not stated) was read as TbREL1 primary 0.1.
COC(=O)/C(=N\OCc1ccc(C#N)cc1)c1c(C)nn(C)c1C was read as TbREL1 primary 6.0.
Screening C[C@@H]1CN(S(=O)(=O)c2ccc3c(c2)OCCO3)CCN1S(=O)(=O)c1c(F)cccc1F returned TbREL1 primary 6.3.
For CCc1cccc(OCCn2ccnc2)c1 the results were TbREL1 primary 4.8.
Screening C[C@@H]1CN([C@@H](C)CO)S(=O)(=O)c2ccc(Br)cc2O[C@H]1CN(C)C(=O)C1CCCCC1 returned TbREL1 primary -1.6.
Screening O=C(CN1C(=O)c2ccccc2S1(=O)=O)NC1CCCCCC1 returned TbREL1 primary -0.5.
Screening Nc1nc(SCC(=O)NCc2ccc(F)cc2)[nH]c(=O)c1NC(=O)c1ccc(Cl)cc1 returned TbREL1 primary -2.2.
For CCOc1ccccc1N1CCN(CC(=O)Nc2ncc(C)s2)CC1 the results were TbREL1 primary -1.8.
For O=S1(=O)c2ccc(N3CC[C@@H](O)C3)cc2OCCCN1C1CC1 the results were TbREL1 primary 5.9.
For COc1ccc([C@@H]2C[C@H]3[C@@H](CN2S(=O)(=O)c2ccccc2)C(=O)C[C@@H](c2ccccc2)N3S(=O)(=O)c2ccc(C)cc2)cc1 the results were TbREL1 primary 0.0.
For CN(C)/C=C\C(=C/C(=O)C(F)(F)F)Nc1ccccc1Oc1ccccc1 the results were TbREL1 primary -2.4.
O=C(Nc1cccc(OCC(=O)N2CCOCC2)c1)c1cccc([N+](=O)[O-])c1 was read as TbREL1 primary -0.9.
For COc1ccc(OC)c(CN2CCN(C(=O)c3cc(S(=O)(=O)Nc4ccccc4OC)ccc3C)CC2)c1 the results were TbREL1 primary -2.1.
For FC(F)(F)c1ccc(NCCc2ccccc2)nc1 the results were TbREL1 primary 2.5.
`Cc1ccc(/C=N/n2cc(-c3ccccc3)[nH]c2=S)s1` gave TbREL1 primary -4.4.
`C=CCn1c(COc2ccccc2F)nnc1SCCN1C(=O)c2ccccc2C1=O` gave TbREL1 primary 5.6.
Screening CC1CCCCN1CCNC(=O)CC1Oc2ccccc2NC1=O (configuration not stated) returned TbREL1 primary 5.1.
Screening CCOC(=O)c1c(C)oc2cc(Br)c(OCC(N)=O)cc12 returned TbREL1 primary 0.1.
For Cn1c(NC(=O)Cc2cccs2)cc(=O)n(C)c1=O the results were TbREL1 primary -2.8.
For COc1cc(O)c2c(=O)c3c(O[C@H]4O[C@@H](CO)[C@H](O)[C@@H](O)[C@@H]4O)ccc(O)c3oc2c1 the results were TbREL1 primary -2.7.
For CCOc1ccc(/C=C/c2nc(C#N)c(NCCCOC)o2)cc1 the results were TbREL1 primary 1.0.
Screening CCc1ccc2[nH]c3nc(N/N=C/c4cccc(O)c4)nnc3c2c1 returned TbREL1 primary -2.3.
O=C(c1ccncc1)N1CCN(c2cccc(C(F)(F)F)c2)CC1 was read as TbREL1 primary -2.1.
Screening Cc1cc(=O)oc2cc(Oc3ccc([N+](=O)[O-])cc3[N+](=O)[O-])ccc12 returned TbREL1 primary 6.8.
CC(C)C1Cc2c(C#N)c(N)sc(=S)c2CO1 (configuration not stated) was read as TbREL1 primary 4.4.
`C[C@H]1[C@H](N(Cc2ccccc2)Cc2ccccc2)CC[C@@]23CCCN2C(=O)CCC[C@@H]13` gave TbREL1 primary -1.5.
Screening CCn1c(Cc2ccc(OC)cc2)nc2ccccc21 returned TbREL1 primary 2.8.
For COc1ccc(S(=O)(=O)N2CCOC23CCN(S(=O)(=O)c2cccs2)CC3)cc1 the results were TbREL1 primary 3.4.
`CCN(CC)CCCN=Cc1c(O)n(Cc2ccccc2)c(=O)c2ccccc12` gave TbREL1 primary -3.6.
For Cc1ccnc(NS(=O)(=O)c2ccc(NS(=O)(=O)c3ccc(Br)cc3)cc2)n1 the results were TbREL1 primary 3.9.
`O=C(C1=C[C@@H](c2coc3ccccc3c2=O)C[C@@H](OCCCCO)O1)N1CCN(Cc2ccccc2)CC1` gave TbREL1 primary -4.5.
`Cc1ccc(-c2onc3ccc(Cl)cc23)cc1` gave TbREL1 primary 1.7.
C=CCC[C@H](Cc1ccc(F)cc1)C(=O)OC[C@@H](NC(=O)[C@@H](CC=C)CC(=O)N[C@H](CO)Cc1ccccc1)C(C)(C)C was read as TbREL1 primary 3.3.
Screening COC(=O)c1ccc(NC(=O)CN(Cc2ccc(Cl)cc2)S(C)(=O)=O)cc1 returned TbREL1 primary -0.2.
`N#Cc1c(-c2ccc(Cl)cc2)nc2n(c1=O)CCCS2` gave TbREL1 primary 2.6.
For O=C(NC(=S)Nc1ccccn1)c1ccco1 the results were TbREL1 primary 5.1.
CC(C)(C)CC(C)(C)NC(=O)/C=C/C(=O)O was read as TbREL1 primary 1.3.
For C/C(=N\Nc1nc(C)cc(C)n1)c1ccc(N2CCOCC2)cc1 the results were TbREL1 primary -1.3.
Screening CN(c1ccc(OCC(=O)Nc2nc(-c3ccccc3)cs2)cc1)S(=O)(=O)c1ccc(F)cc1 returned TbREL1 primary 2.4.
Clc1ccccc1-c1nn2c(COc3ccccc3)nnc2s1 was read as TbREL1 primary 0.0.
Cc1ccc(C2=NNC(=O)C(P(=O)(c3ccccc3)c3ccccc3)C2)cc1 (configuration not stated) was read as TbREL1 primary -4.9.
Screening Cc1cc(=O)oc2cc(OCc3ccc(C(=O)OCC(=O)NC4CCS(=O)(=O)C4)cc3)ccc12 (configuration not stated) returned TbREL1 primary 0.8.
Screening O=C(/C(C=Nc1ccc(F)cc1)=C(/O)c1ccco1)C(F)(F)F returned TbREL1 primary 4.0.
Screening COc1ccc(C2Nc3ccccc3C(=O)N2Cc2ccco2)cc1COc1c(C)cc(NC(C)=O)cc1C (configuration not stated) returned TbREL1 primary -6.4.
For Cc1cccc(NC(=O)c2ccc(-n3ccnc3)nc2)c1 the results were TbREL1 primary 0.7.
COc1cccc(NC(=O)CN(C)C(=O)c2ccc(COc3ccccc3)o2)c1 was read as TbREL1 primary -1.0.
For CN(CC(=O)Nc1ccccc1C(F)(F)F)C(=O)c1cccc(-n2cccc2)c1 the results were TbREL1 primary -3.1.
For Cc1ccc2c(c1)nc(NCCO)n2C the results were TbREL1 primary 4.0.
Screening CC(O)(c1cccc(F)c1)c1nc(-c2cc(F)cc(F)c2)cs1 (configuration not stated) returned TbREL1 primary 4.8.
For COc1ccc(N2C(=O)C3CC(C)=C(C)CC3C2=O)c(OC)c1 (configuration not stated) the results were TbREL1 primary 1.2.
For Cc1cc(C)c2c3c(cn2n1)c(=O)n(C)c(=O)n3C the results were TbREL1 primary 1.5.
CCOc1nnc(C)c2c(C)n(-c3ccc(Cl)cc3)nc12 was read as TbREL1 primary 2.2.
`CCOC(=O)C1(Cc2ccccc2C(F)(F)F)CCN(C(C)COC)CC1` (configuration not stated) gave TbREL1 primary -1.2.
Screening O=C(Nc1ccc(Br)cc1)OC1CC2CC1[C@H]1CCCCN1[C@H]2Cc1ccccc1 (some centres not stated) returned TbREL1 primary 4.2.
Screening NS(=O)(=O)c1ccc(CNC(=O)Cc2ccc(S(=O)(=O)N3CCOCC3)s2)cc1 returned TbREL1 primary 4.1.
`Cc1ccc(SCC(=O)NC(C)(C)C)cc1` gave TbREL1 primary 0.3.
`C(=N\N1CCN(C2c3ccccc3-c3ccccc32)CC1)/c1cccs1` gave TbREL1 primary -0.6.
For Nc1nnc(N2CCCCC2)s1 the results were TbREL1 primary 0.4.
`CCOc1ccccc1NC(=O)NC1(C(=O)N2CCOCC2)CCCCC1` gave TbREL1 primary 2.7.
`CCOC(=O)c1ccc(S(=O)(=O)Nc2ccc(N3CCOCC3)cc2)cc1` gave TbREL1 primary -5.5.
`Cc1cc2ncn(C(=O)c3ccc(F)cc3)c2cc1C` gave TbREL1 primary -1.9.
Screening CC(C)(C)OC(=O)N1CCN(C(=O)c2[nH]cnc2C(=O)N[C@@H](Cc2ccccc2)C(=O)OCc2ccccc2)CC1 returned TbREL1 primary 0.2.
CCOC(=O)c1nn(-c2ccc(Cl)cc2)c2nnc(Cc3ccc(C)cc3)c(=O)n12 was read as TbREL1 primary 3.0.

Some of the compounds tested; the hit share may differ from the screen's.
